ERK AVP block – blocks ERK signaling stimulated by vasopressin; HEK293-V1b, vasopressin-stimulated pERK AlphaScreen; Potency, µM (doses to about 57.5 µM), without a hit: at the top dose activity, negative = inhibition, hits mostly inhibitors; hit rate 0.99% among 72,000; AID 995; note: potency is the fitted concentration of half-maximal effect; % is set by controls: 0 for no effect and ±100 for the full control effect; nearly all actives have a fitted effect of over 55% in size
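HEK293 cells stably expressing V1b receptor, seeded overnight in 1% FBS, were treated with compounds for 30 min at 37C, then stimulated 5 min with 25 nM vasopressin; phospho-ERK read by AlphaScreen SureFire after lysis.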
Epigenetic mod – epigenetic GFP locus derepression in mouse cells; mouse C127i GFP locus derepression, cytometry, 30 h; Potency, µM (highest dose often 46.1 µM), for the others: at the highest dose GFP derepression (activation); hit rate 0.09% among 68,000; note: % of control where 0% means no effect
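Murine C127i mammary cells carrying a silenced, stably integrated CMV-driven GFP reporter were treated with compound for 30 hours at 37 C. After PBS washes, GFP-positive cells were counted by laser-scanning microplate cytometry.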
HBB splice mod – modulators of hemoglobin beta chain splicing; HBB splicing reporter cell assay, activation; EGFP reporter with mutant IVS2-654 intron; response scale: normalised to 500 nM splice-correcting PNA; Potency, µM (top dose mostly 46.1 µM), inactives show at the top dose activation, hits mostly activators; hit rate 0.06% among 65,000; note: potency is the fitted concentration of half-maximal effect; 0% is about no effect
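HeLa cells stably expressing EGFP interrupted by mutant beta-globin intron 2 (IVS2-654), 500/well in 2% FCS. Treated with compound for 2 days at 37C. Splicing correction scored as total well GFP intensity (488 nm excitation, 500-520 nm emission); 500 nM antisense PNA served as control.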
Luciferase inh – inhibitors of firefly luciferase | P08659 | purified firefly luciferase, luminescence, 8 min | Potency, µM (titrated, usually from 57.1 µM), for the others: at the highest dose activity change, negative = inhibition, actives largely listed as inhibitors | hit rate 2.2% among 72,000 | AID 411; note: potency is the fitted concentration of half-maximal effect; % is set by controls: 0 for no effect and ±100 for the full control effect; nearly all actives have a fitted effect of over 40% in size
Target sequence (P08659 whole entry, looked up): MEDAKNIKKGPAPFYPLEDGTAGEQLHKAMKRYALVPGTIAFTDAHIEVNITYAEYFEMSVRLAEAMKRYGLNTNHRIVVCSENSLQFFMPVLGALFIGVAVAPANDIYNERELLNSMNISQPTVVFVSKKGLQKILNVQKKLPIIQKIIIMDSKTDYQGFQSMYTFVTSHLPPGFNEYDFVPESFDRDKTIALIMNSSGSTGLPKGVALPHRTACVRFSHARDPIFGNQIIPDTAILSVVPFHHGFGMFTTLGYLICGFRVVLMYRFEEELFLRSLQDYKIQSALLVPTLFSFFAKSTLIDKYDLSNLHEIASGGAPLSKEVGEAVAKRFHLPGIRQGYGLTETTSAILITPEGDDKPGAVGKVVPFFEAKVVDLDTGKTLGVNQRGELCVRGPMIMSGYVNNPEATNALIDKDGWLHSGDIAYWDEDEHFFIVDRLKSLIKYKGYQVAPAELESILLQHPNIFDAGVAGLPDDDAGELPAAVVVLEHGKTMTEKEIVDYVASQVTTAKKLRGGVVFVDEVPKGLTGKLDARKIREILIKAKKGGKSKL
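Substrate buffer containing 10 uM ATP (pH 7.2 imidazole, Mg2+, KCl, detergent, BSA) is dispensed, compound pinned in, then luciferase/luciferin detector mix added. After 8 min at ambient temperature, light output is measured.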
4-MU autofl – compound fluoresces in the 4-MU spectral region. AID 589. compound autofluorescence, 340/450 nm, 4-MU equivalents; stronger effect = higher value. max dye-equivalent concentration, M. hit rate 11% among 59,000; in the data active = max dye-equivalent concentration above about 10 nM; inconclusive = mostly about 1.1 nM to 9.6 nM
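Compounds in 100 mM Tris, pH 8.0, sat 15 min at room temperature before fluorescence was read at 340 nm excitation/450 nm emission; a per-plate six-point 4-MU standard curve converted signals to dye-equivalent concentration at each compound concentration.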
A350 autofl – A350 region autofluorescence; Compound autofluorescence, 340/450 nm, Alexa 350 dye-equivalents; stronger effect = higher value; max dye-equivalent concentration, M; hit rate 11% among 59,000; in the data active = max dye-equivalent concentration above about 10 nM; inconclusive = mostly about 1.1 nM to 9.6 nM
Texas Red fluor – Texas Red region autofluorescence | AID 587 | hit rate 0.06% among 59,000 | Compound fluorescence, Texas Red channel, 547/618 nm; stronger effect = higher value | max dye-equivalent concentration, M; in the data active = max dye-equivalent concentration above about 10 nM; inconclusive = between about 1.1 nM and that limit
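Compound fluorescence was read after 15 min at room temperature in 100 mM Tris, pH 8.0, using 547 nm excitation and 618 nm emission across a concentration series. It was expressed as Texas Red dye-equivalent concentration from an on-plate standard curve.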
Fluorescein autfl – compound fluoresces in the fluorescein spectral region; Compound autofluorescence, 480/540 nm, fluorescein-equivalent; stronger effect = higher value; max fluorescein-equivalent concentration, M; AID 593; hit rate 0.91% among 59,000; in the data active = max fluorescein-equivalent concentration above about 10 nM; inconclusive = between about 1.1 nM and that limit
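Spectral profiling of library compounds in the fluorescein window (480 nm excitation, 540 nm emission) after 15 min at room temperature in pH 8.0 Tris (100 mM). Values are dye-equivalent concentrations.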
UbGFP stabilizer – inhibits proteasome, raising ubiquitin-GFP reporter fluorescence. Ubiquitin-GFP reporter cells, proteasome inhibition, GFP fluorescence; response scale: untreated = 0%, 10 µM MG-132 = 100%. Potency, µM (top dose mostly 45.9 µM), without a hit: top-dose activation (GFP accumulation), usual class: activators. 67,000 tested, under 10 active. AID 526; active = well fitted activation curve with a large enough effect, not every such curve was filed as active; inconclusive = small, poorly fitted or top-dose-only effect, or another doubt; inactive = no such curve, though single readings can be large or run the other way; note: potency is the fitted concentration of half-maximal effect
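GFP accumulation read-out: laser plate cytometry counting ubiquitin(G76V)-GFP-expressing U2OS cells after 4 hr compound exposure at 37 °C. Titrations spanned 46 uM to 2.9 nM; 0% = basal, 100% = 10 uM MG-132; concentration-response curves fitted.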
CRE Fsk mod – alters forskolin-stimulated CRE reporter signaling in CHO cells. CHO CRE-bla reporter (cAMP response element driving beta-lactamase), forskolin EC10, beta-lactamase ratio. Potency, µM (doses to about 38.2 µM), for inactives: at the top dose activity change, negative = inhibition, actives largely listed as activators. hit rate 2.5% among 71,000. AID 662; active = well fitted activation curve with a large enough effect in the signal ratio, with a control signal flat, not every such curve was filed as active; inconclusive = small, poorly fitted or top-dose-only effect, or effect the other way, or a change in a side signal; the % refers to the signal ratio; note: potency is the fitted concentration of half-maximal effect; % of control where 0% means no effect
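Modulation of forskolin signalling: compounds in titration series added with EC10 NKH 477 to CHO cells carrying a CRE-driven beta-lactamase reporter, 3 h, 37C. CCF4 FRET ratio (460/530 nm, ex 405 nm) gives %activity and AC50.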
Hsp90 Hop PPI – changes Hsp90-Hop TPR2A binding signal, up or down. Potency, µM (highest dose often 57 µM), for inactives: top-dose activity change, negative = inhibition. AlphaScreen TPR2A-His6 binding biotin-Hsp90 C-terminal peptide. hit rate 0.44% among 71,000; active = well fitted curve in either direction with a large enough effect; inconclusive = small, poorly fitted or top-dose-only effect, or another doubt; note: potency is the fitted concentration of half-maximal effect; % is set by controls: 0 for no effect and ±100 for the full control effect; many of its hits are not listed in these tables
* marks the source's active call; other numbers are inactive results; i = inactive; ? = inconclusive; / = not tested or not shown; & = joins results of further samples; [ ] = dose if it differs, or a comment. Unless noted, calls come from the whole dose curve; as a rule, active = well fitted curve in the direction sought with a large enough effect; inconclusive = small, poorly fitted or top-dose-only effect, or another doubt; inactive = no such curve, though single readings can be large; an effect the other way counts as inactive or inconclusive.

SMILES	ERK AVP block	Epigenetic mod	HBB splice mod	Luciferase inh	4-MU autofl	A350 autofl	Texas Red fluor	Fluorescein autfl	UbGFP stabilizer	CRE Fsk mod	Hsp90 Hop PPI
CC(C)COc1ccc(C(=O)N(Cc2ccco2)C2CCS(=O)(=O)C2)cc1 (stereo unspecified)	?	2%	0.0%[0.369 µM]	2%	1.3e-07M*	1.7e-07M*	i	i	/	-5%	-6%
Cc1cc(-c2nnc3n2N=C(c2ccc(-c4ccccc4)cc2)CS3)n[nH]1	-8%	-5%	4.5%[0.369 µM]	-8%	i	i	?	?	/	?	-21%
COC(=O)Nc1ccc(S(=O)(=O)N2c3ccccc3CCC2C)cc1 (stereo unspecified)	?	-1%	-0.1%[57.5 µM]	-1%	i	i	i	i	1%	-3%	-3%
CCOC(=O)c1c(C2COc3ccccc3O2)csc1NC(=O)c1ccco1 (stereo unspecified)	11%	4%	0.8%	2%	3.6e-08M*	3.4e-08M*	?	i	0%	2µM*	-1%
Cc1ccc(Cn2c(SCCN3CCCCC3)nc3c2c(=O)n(C)c(=O)n3C)cc1	-14%	0%	-2.7%	-33%	i	i	?	?	-3%	7%	-7%
CCN(CC)Cc1csc(C(N)=O)c1	10%	6%	-0.8%	2%	i	i	i	?	-13%	?	0%
CCOc1ccccc1NC(=O)CCc1ccc(C)o1	7%	-4%	1.7%	-4%	i	i	i	?	-8%	-11%	-7%
CCCn1c(N2CCC(Cc3ccccc3)CC2)nc2c1c(=O)[nH]c(=O)n2C	?	0%	-3.5%[57.5 µM]	-1%	i	i	i	i	-5%	?	-15%
O=C(NCCCn1ccnc1)C1c2ccccc2Oc2ccccc21	-5%	-2%	2.1%[1.84 µM]	0%	i	i	?	i	-7%	?	-3%
CCOc1ccc2nc(NC(=O)C3CCN(c4cnccn4)CC3)sc2c1	?	2%	-0.5%[57.5 µM]	-6%	4.5e-08M*	4.5e-08M*	i	i	2%	?	-11%
NC(=O)C1=CN([C@@H]2O[C@@H](COP(=O)(O)OP(=O)(O)OC[C@@H]3O[C@H](n4cnc5c(N)ncnc54)[C@@H](OP(=O)(O)O)[C@@H]3O)[C@H](O)[C@@H]2O)C=CC1	16%	0%	2.4%	2%	i	i	i	?	3%	?	-11%
O=C(c1cc2cc(Cl)ccc2oc1=O)N1CCOCC1	-4%	0%	-0.3%	1%	?	?	i	i	11%	-7%	-7%
Cc1cc(=O)[nH]c(/N=C(\N)Nc2cccc3ccccc23)n1	15%	0%	-0.3%[57.5 µM]	0%	i	i	i	i	-5%	14%	0%
C/C(N)=C(/C#N)C(=O)CSc1nc2cc(Cl)ccc2s1	10%	0%	-0.4%[57.5 µM]	0%	i	i	i	?	2%	-6%	0%
COC(=O)c1ccccc1NC(=O)C(CCS(C)(=O)=O)NC(C)=O (stereo unspecified)	10%	0%	-0.6%	2%	i	i	i	i	-6%	-4%	-3%
COC(=O)c1c(-c2cc(OC)c(OC)c(OC)c2)c2ccnc(OCc3ncccn3)c2c(=O)n1Cc1ccnc(C)c1	5%&6%	-1%&2%	0.2%	1%&-11%	i	i	?	?	1%&-8%	?	-7%&0%
COCC(=O)N(Cc1cc2ccccc2[nH]c1=O)c1ccccc1OC	-6%	-2%	5.4%[0.369 µM]	2%	3.9e-07M*	5.3e-07M*	?	i	/	9%	-2%
COc1ccc(C(=O)c2oc3ccc(OC)cc3c2N)cc1	-19%	0%	-0.5%	10µM*	/	/	/	/	6%	?	18%
COc1ccc(CN(CCCN2CCOCC2)C(=O)Nc2ccccc2)cc1OC	-10%	5%	5.6%	-1%	i	?	i	i	-4%	?	-5%
COc1cc(C2c3c(oc4cc(C)c(C)cc4c3=O)C(=O)N2c2cc(C)ccn2)ccc1O (stereo unspecified)	9%	-3%	0.2%	2%	i	i	i	i	3%	?	?
CCOC(=O)c1c(-c2cccs2)csc1NC(=O)CCCC(=O)O	/	5%[20.6 µM]	/	0%[25.5 µM]	i	i	i	i	/	/	/
COCCSc1ccccc1C(=O)Nc1nncs1	-14%	3%	-0.2%[57.5 µM]	3%	i	i	i	?	1%	-1%	-3%
Cc1cc(C)n(-c2nc3ccccc3nc2N2CCOCC2)n1	-17%	-3%	-0.4%	-3%	/	/	/	/	-7%	-5%	0%
Nc1ncn(C(=O)c2ccco2)n1	-1%	3%	-2.1%	1%	i	i	?	i	6%	?	-4%
COc1cc(OC)cc(C(=O)OCc2cc3ccccc3[nH]c2=O)c1	-10%	-2%	5.6%[1.84 µM]	-1%	i	i	i	?	13%	14%	0%
Cc1ccc(C2CC(c3ccco3)n3nc(N)nc3N2)cc1 (stereo unspecified)	-15%	-2%	-0.8%	-1%	/	/	/	/	6%	-5%	-5%
Cc1c(-c2cccs2)[n+](=O)c2c(n1[O-])CCCC2	/	-4%[20.6 µM]	/	1%[25.5 µM]	i	i	i	i	/	/	/
CCS(=O)(=O)N1CCCC(C(=O)N2CCc3ccccc3C2)C1 (stereo unspecified)	24%	-1%	-3.9%	1%	i	i	i	i	11%	-1%	-21%
COC(=O)C(O)(CC(=O)Nc1cccc(SC)c1)C(F)(F)F (stereo unspecified)	-14%	4%	-0.2%	0%	i	i	i	?	-5%	6%	0%
Cc1ccc(S(=O)(=O)Nc2nonc2C)cc1	2%	0%	/	-1%	i	i	i	i	-4%	-7%	2%
O=C(NCc1ccccc1)N(Cc1nc2ccccc2c(=O)[nH]1)C1CCCC1	-6%	-3%	/	-1%	1.1e-07M*	1e-07M*	?	i	-1%	-8%	0%
Cc1occc1-c1nnc(SCC(=O)NCCc2ccccc2)n1C(C)c1ccccc1 (stereo unspecified)	12%	-1%	-4.8%	7%	5.5e-08M*	8e-08M*	i	?	-3%	-28%	-4%
CCOC(=O)c1cccnc1SCC(=O)NC(C)CC (stereo unspecified)	-2%	2%	-3.3%[57.5 µM]	0%	i	i	i	?	-1%	16%	0%
CCCCCNC(CC(=O)Nc1ccc(OC)cc1)C(=O)O (stereo unspecified)	14%	11%	0.9%	1%	i	i	i	i	1%	-3%	-3%
CC(C)(C)c1nnc2sc(SCCN3C(=O)c4ccccc4C3=O)nn2c1=O	-2%	1%	0.1%	5%	i	i	i	i	-13%	-10%	4%
CC(=O)N1CCC[C@@]2(CCN(C(=O)Nc3ccccc3)C2)C1	-6%	12%[9.22 µM]	2.2%	1%[11.4 µM]	i	i	i	i	-9%	-2%	3%
Cc1cc(=O)oc(C)c1C(=O)NCC1CCCO1 (stereo unspecified)	/	5%[20.6 µM]	/	3%[25.5 µM]	i	i	i	i	/	/	/
CC(C)(O)C#Cc1ccc(C(=O)N2CCN(C(=O)c3ccco3)CC2)cc1	8%	5%	-4.8%	0%	/	/	/	/	-5%	-4%	-3%
CCOC(=O)C1=C(CSc2n[nH]c(N)n2)NC(=O)NC1C (stereo unspecified)	-9%	1%	-0.6%	-38%	1.7e-08M*	2.2e-08M*	?	i	6%	-5%	2%
Cc1cc(NC(=O)CCC2COc3ccccc3O2)no1 (stereo unspecified)	11%	3%	0.4%	-1%	?	?	i	i	-1%	-2%	-3%

Records above printed as active in Luciferase inh:
compound | Epigenetic mod | Luciferase inh | 4-MU autofl | A350 autofl | Texas Red fluor | Fluorescein autfl | UbGFP stabilizer | CRE Fsk mod | Hsp90 Hop PPI
COc1ccc(C(=O)c2oc3ccc(OC)cc3c2N)cc1 | 0% | 10µM* | / | / | / | / | 6% | ? | 18%

(further entries)
SMILES	ERK AVP block	Epigenetic mod	HBB splice mod	Luciferase inh	4-MU autofl	A350 autofl	Texas Red fluor	Fluorescein autfl	UbGFP stabilizer	CRE Fsk mod	Hsp90 Hop PPI
CCN1CCN(C(c2cccs2)C(C)NC(=O)c2ccccc2)CC1 (stereo unspecified)	/	/	-0.4%	2%	/	/	/	/	-5%	-4%	0%
O=C1CC(c2ccccc2)Cc2nc(NCc3ccco3)ncc21 (stereo unspecified)	?	0%	-1.5%	3.2µM*	1.9e-07M*	2e-07M*	?	i	-1%	?	-14%
O=C(NCC(c1cccnc1)N1CCOCC1)c1ccc2c(c1)OCO2 (stereo unspecified)	35%[activator]	-1%	-2.2%	0%	i	i	i	i	-8%	-7%	0%
O=C(NCCCN1CCOCC1)[C@@H]1CSC2c3ccccc3C(=O)N21 (stereo partly specified)	20%	2%	2.6%	2%	i	i	i	i	17%	-25%	?

Some of the compounds tested. The share of hits here may be higher or lower than overall.
